# Compound activity as filed in PubChem.
# USP2a inh – qHTS Assay for Inhibitors of Ubiquitin-specific Protease USP2a Using CHOP2 as the Reporter; 0.01% of 330,000 active; Ubiquitin carboxyl-terminal hydrolase 2 (Homo sapiens), O75604; USP2 core, Ub-CHOP2 coupled fluorogenic reporter, 485/531; Potency, µM (top dose mostly 38.3 µM), inactives show at the highest dose activity change, negative = inhibition, most hits filed as inhibitors;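 further: potency means the concentration at half of the fitted maximal effect; plate controls were DMSO wells for no effect and full inhibition by NEM control for full effect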
#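 Cell-free coupled assay: 10nM USP2 core preincubated 30min RT with compound in Tris-HCl pH 8.0/CaCl2/CHAPS buffer, then 25nM Ub-CHOP2 and 25nM reporter substrate; fluorescence (Ex 485/Em 531) read after 60min RT, normalized to NEM inhibition, concentration-response curves fitted.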
# TSHR antag – Antagonists of the Thyroid Stimulating Hormone Receptor: HTS campaign. Thyrotropin receptor (Homo sapiens), P16473. TSHR-expressing cells, TSH-stimulated cAMP HTRF, 2 h; hits give low values. activity change, negative = inhibition, % at 11.5 µM. 0.2% of 330,000 active;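 active means activity change below a set negative limit, meaning inhibition stronger than a set level, cut at about -70% in these data; inconclusive means activity change between two set negative limits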; further: on the % scale 0 is the no-effect control and ±100 the full control effect
#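 Inhibition of cAMP made by TSHR-expressing cells under TSH stimulation (4nM final, EC80; 2 h, 37 deg C) is quantified with a one-step lysis HTRF kit, anti-cAMP cryptate versus cAMP-d2.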
# uPA surface inh – qHTS for Inhibitors of Cell Surface uPA Generation | Potency, µM (series often up to 38.3 µM), for inactives: top-dose activity change, negative = inhibition, hits mostly inhibitors | AID 540303, 2011 | 0.31% of 330,000 active | cell surface uPA generation assay, qHTS; active means well fitted inhibition curve with a large enough effect; inconclusive means small, poorly fitted or top-dose-only effect; inactive means no such curve, though single readings can be large or run the other way; tested in mouse RAW 264.7 cells; further: potency means the concentration at half of the fitted maximal effect; on the % scale 0 is the no-effect control and ±100 the full control effect; nearly all actives have a fitted effect of over 55% in size
# TCR activator – Activators of T cell receptors: qHTS campaign; primary human leukocytes, anti-CD3, IL-2 HTRF, 48 h; Potency, µM (highest dose often 9.22 µM), inactives show at the top dose activation of IL-2 secretion, hits mostly activators; 330,000 tested, under 10 active; further: % of control where 0% means no effect
#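 Primary human leukocytes incubated 48 hr with anti-CD3 beads plus compound, without co-stimulation. Secreted IL-2 measured by HTRF (europium cryptate/d2 anti-IL-2 pair, 320 nm excitation, 665 nm emission).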
# Chronic BCR inh – qHTS Assay to Find Inhibitors of Chronic Active B-Cell Receptor Signaling; ABC-DLBCL IkBa-CBG/CBR reporter, luminescence ratio, 4 h; AID 493014, 2011; Potency, µM (highest dose often 46.1 µM), for inactives: at the top dose ratio change, negative = lower green/red ratio, most hits filed as inhibitors; 0.05% of 340,000 active; active means well fitted inhibition curve with a large enough effect in the signal ratio, with a control signal flat, not every such curve was filed as active; inconclusive means small, poorly fitted or top-dose-only effect, or effect the other way, or a change in a side signal; the % refers to the signal ratio;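 further: potency means the concentration at half of the fitted maximal effect; plate controls were basal doxycycline-induced cells for no effect and cells given 10 µM MG132 for full effect; MG132 reads +100%, hits lower the ratio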
#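 Doxycycline induced both beetle luciferases in TMD8 lymphoma cells; IKK-driven degradation limits the IkappaBalpha-fused green signal, while red luminescence normalises for cell number and nonspecific effects. Compounds tested up to 46 uM, 4 hrs.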
# Tb PFK block – qHTS Assay to Find Inhibitors of T. brucei phosphofructokinase; T. brucei PFK, ADP-Glo luminescence; Potency, µM (highest dose often 57.5 µM), without a hit: top-dose activity, negative = inhibition, hits mostly inhibitors; AID 485367, 2010; 0.17% of 330,000 active; ATP-dependent 6-phosphofructokinase (Trypanosoma brucei brucei), O15648;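 further: potency means the concentration at half of the fitted maximal effect; 0% = uninhibited 1x PFK enzyme wells and -100% = no-enzyme wells; nearly all actives have a fitted effect of over 60% in size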
#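 1.25 nM PFK with 0.5 mM F6P and 0.1 mM ATP in 0.1 M TEA pH 8.0, 5 mM MgCl2, incubated 45 min at room temperature; ADP measured by ADP-Glo luminescence; compounds titrated up to 57 uM.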
# B2AR arrestin – qHTS assay of beta-arrestin-biased ligands of beta2-adrenergic receptor; AID 492947, 2010; 0.02% of 330,000 active; Potency, µM (top dose mostly 46.1 µM), for the others: at the highest dose activation, hits mostly activators; beta-arrestin recruitment to beta2AR, cell-based reporter;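 further: potency means the concentration at half of the fitted maximal effect; 0% = DMSO controls and full agonism = EC100 isoproterenol or metaproterenol; nearly all actives have a fitted effect of over 65% in size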
# ELG1 DNA repair – qHTS screen for small molecules that inhibit ELG1-dependent DNA repair in human embryonic kidney (HEK293T) cells expressing luciferase-tagged ELG1 | HEK293T ELG1-luciferase reporter, luminescence, 16 h; DNA damage induced by 5-fluorouridine | Potency, µM (series often up to 46.1 µM), without a hit: top-dose activity change, negative = inhibition, actives largely listed as inhibitors | 2.3% of 330,000 active | AID 504467, 2011; further: potency means the concentration at half of the fitted maximal effect; on the % scale 0 is the no-effect control and ±100 the full control effect; nearly all actives have a fitted effect of over 55% in size
#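 Luminescence from the luciferase reporter, measured 30 min after ONE-Glo reagent at room temperature, was the read-out. Beforehand, 2,000 cells per well were exposed for 16 hr at 37 °C to 5-fluorouridine together with compound or vehicle.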
# Eya2 phos inh – qHTS Assay for Inhibitors of the Phosphatase Activity of Eya2; recombinant Eya2, OMFP fluorescence dephosphorylation (OMFP is methylfluorescein phosphate); Protein phosphatase EYA2 (Homo sapiens), O00167; 0.006% of 330,000 active; Potency, µM (series often up to 76.9 µM), inactives show at the top dose activity, negative = inhibition, most hits filed as inhibitors; further: potency means the concentration at half of the fitted maximal effect; on the % scale 0 is the no-effect control and ±100 the full control effect
# Target sequence (O00167 whole entry, looked up): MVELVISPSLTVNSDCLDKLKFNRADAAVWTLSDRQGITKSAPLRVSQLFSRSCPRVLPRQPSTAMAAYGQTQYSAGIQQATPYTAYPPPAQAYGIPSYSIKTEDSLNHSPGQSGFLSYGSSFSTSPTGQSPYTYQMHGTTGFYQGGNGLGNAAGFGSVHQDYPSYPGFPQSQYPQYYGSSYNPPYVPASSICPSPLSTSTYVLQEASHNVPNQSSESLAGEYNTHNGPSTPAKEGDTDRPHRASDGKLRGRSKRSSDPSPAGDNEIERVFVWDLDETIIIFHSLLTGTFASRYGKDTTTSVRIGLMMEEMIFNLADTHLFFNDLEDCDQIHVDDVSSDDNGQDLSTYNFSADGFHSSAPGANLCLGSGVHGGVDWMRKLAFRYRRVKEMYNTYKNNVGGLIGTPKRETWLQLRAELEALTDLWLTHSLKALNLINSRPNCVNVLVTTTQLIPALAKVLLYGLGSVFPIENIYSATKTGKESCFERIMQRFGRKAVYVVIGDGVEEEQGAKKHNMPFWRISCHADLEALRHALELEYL
#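 Eya2 protein (added as 0.2 uM solution) was preincubated with compound for 10 min at ambient temperature in 50 mM HEPES pH 7.5, 50 mM NaCl, 5 uM MgCl2, 0.05% BSA, 1 mM DTT. OMFP (added at 50 uM) then reacted 10 min; fluorescence read at 485/525 nm.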
# TSG101-PTAP inh – qHTS Assay for Iinhibitors of HIV-1 Budding by Blocking the Interaction of PTAP/TSG101; Fluorescence polarization, FITC-PTAP peptide / Tsg101 binding; Tumor susceptibility gene 101 protein (Homo sapiens), Q99816; AID 493005, 2010; Potency, µM (doses to about 115 µM), inactives show top-dose activity change, negative = inhibition, most hits filed as inhibitors; 340,000 tested, under 10 active; active means well fitted inhibition curve with a large enough effect in the main read-out, with a control signal flat, not every such curve was filed as active; inconclusive means small, poorly fitted or top-dose-only effect, or effect the other way, or a change in a side signal; inactive means no such curve, though single readings can be large or run the other way; further: potency means the concentration at half of the fitted maximal effect; % of control where 0% means no effect
# Target sequence (Q99816 whole entry, looked up): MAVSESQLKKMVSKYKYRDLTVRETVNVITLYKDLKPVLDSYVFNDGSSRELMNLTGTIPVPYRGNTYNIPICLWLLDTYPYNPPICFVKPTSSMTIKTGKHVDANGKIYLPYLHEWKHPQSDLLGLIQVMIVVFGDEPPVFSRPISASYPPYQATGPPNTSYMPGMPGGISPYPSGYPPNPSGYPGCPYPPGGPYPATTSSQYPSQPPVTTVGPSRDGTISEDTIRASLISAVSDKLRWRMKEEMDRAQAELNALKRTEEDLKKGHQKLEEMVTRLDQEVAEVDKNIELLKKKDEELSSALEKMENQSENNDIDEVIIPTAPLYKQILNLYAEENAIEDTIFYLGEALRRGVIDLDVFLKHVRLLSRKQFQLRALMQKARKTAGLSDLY
#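 Compounds were pin-transferred onto Tsg101 binding domain (10 uM final) in HEPES pH 7.5 buffer, then FITC-PTAP peptide was added at 50 nM final. After 20 min at RT, polarization reported peptide displacement across a qHTS concentration series.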
# Mito fusion yeast – qHTS Assay for Small Molecule Inhibitors of Mitochondrial Division or Activators of Mitochondrial Fusion; 0.23% of 320,000 active; Potency, µM (doses to about 46.1 µM), without a hit: at the highest dose growth rescue (activation), hits mostly activators; AID 485298, 2010; S. cerevisiae fusion-defective mutant growth rescue, CellTiterGlo 48 h;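 further: potency means the concentration at half of the fitted maximal effect; % of control where 0% means no effect; nearly all actives have a fitted effect of over 45% in size; temperature-sensitive fusion mutants such as fzo1-1 at 37 °C on non-fermentable ethanol glycerol medium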
#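 Luminescent cell viability in 1536-well qHTS format served as the measure of rescued growth in ts fusion-mutant S. cerevisiae cultured on non-fermentable YPEG for 48 hours at 37C.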
# Active calls of the source: *; u = inconclusive; x = not tested or not shown; [ ] = dose if it differs, or a comment. Unless noted, the call rests on the fitted dose curve; in most records, active means well fitted curve in the direction sought with a large enough effect; inconclusive means small, poorly fitted or top-dose-only effect, or another doubt; inactive means no such curve, though single readings can be large; an effect the other way counts as inactive or inconclusive.
SMILES,USP2a inh,TSHR antag,uPA surface inh,TCR activator,Chronic BCR inh,Tb PFK block,B2AR arrestin,ELG1 DNA repair,Eya2 phos inh,TSG101-PTAP inh,Mito fusion yeast
Cc1ccccc1NC(=O)CSc1nc(-c2cccs2)nc2cc(=O)[nH]n12,-1%,-11,x,x,10%,-8%,0.1%,x,4%,x,4%
CN(C)S(=O)(=O)c1ccc(C(=O)Nc2cccc(S(=O)(=O)NC3=NCCC3)c2)cc1,-2%,-5,7%,-1%,-5%,2%,-0.6%,2%,21%,0%,1%
CCOC(=O)C1CCC(CN(Cc2ccccc2C)S(=O)(=O)c2ccc([N+](=O)[O-])cc2)CC1 (configuration not stated),-1%,-4,2%,8%,1%,1%,0.0%,-4%,-10%,0%,-5%
CC(C)c1ccc(NC2CCCN(C(=O)c3cnc4ccccn4c3=O)C2)cc1 (configuration not stated),2%,7,-3%,-7%,-4%,2%,0.4%,-14%,5%,-1%,-3%
O=C(NNC(=O)c1cc(-c2ccccc2)nc2ccccc12)c1csc(N2CCOCC2)n1,-5%,-13,0%,5%,-13%,-6%,0.3%,u,7%,-1%,-3%
COc1cccc(CNS(=O)(=O)c2cccc(S(=O)(=O)N3CCOCC3)c2)c1,1%,5,5%,1%,-16%,-2%,-0.2%,-6%,-22%,-1%,0%
CCc1cccc(NS(=O)(=O)c2c(C)nc3scc(C)n3c2=O)c1,1%,20,2%,4%,-1%,-6%,0.2%,-22%,14%,-6%,30%
Cc1ccc(N(CC(=O)NCc2ccccc2)C(=O)CCC(=O)Nc2ccccn2)cc1C,-1%,2,1%,-3%,11%,0%,0.1%,-11%,-20%,-1%,-1%
O=C(Cn1cc(C(=O)c2ccco2)c2ccccc21)Nc1ccccc1F,0%,-9,-5%,3%,3%,1%,0.3%,u,-10%,-3%,10%
CCC(=O)N1CCC2(CC1)Oc1ccc(F)cc1C(=O)C21CC(c2ccc(Cl)cc2)=NO1 (configuration not stated),3%,-12,-7%,3%,u,2%,0.7%,-5%,-8%,44%[activator],23%
Cc1cccc(-n2cnc3cc(C(=O)N4CCc5ccccc54)ccc32)c1,-12%,20,2%,-6%,u,2%,3.0%,9%,-7%,-5%,7%
O=C(NCc1ccco1)c1cc2n(n1)C(C(F)(F)F)CC(c1ccc(Br)cc1)N2 (configuration not stated),0%,0,-2%,-28%,u,-3%,0.1%,-8%,16%[15.4 µM],-1%,-5%
Cc1ccccc1-n1nnnc1SCc1csc(-c2ccccc2)n1,2%,-24,-1%,x,-4%,3%,0.2%,u,15%[15.4 µM],-3%,4%
CCCCSCCCNC(=O)c1ccc(CS(=O)(=O)c2ccccc2OC)o1,1%,-6,-3%,-2%,u,13%,0.5%,-15%,18%,-1%,-2%
CN(CCc1ccccn1)C(=O)CCC1CCCN(Cc2ccccc2OC(F)F)C1 (configuration not stated),1%,-8,-2%,-4%,0%,-5%,-1.4%,-8%,2%,-2%,3%
COCCCn1c(=O)c2sccc2n2c(CCCC(=O)NCC3CCCO3)nnc12 (configuration not stated),2%,-1,1%,-2%,-2%,0%,-0.1%,-2%,4%,1%,0%
O=C(CN1CCOCC1)NNc1c2ccccc2nc2ccccc12,-2%,-11,2%,6%,u,0%,0.1%,-14%,-4%,1%,1%
COCCNC(=O)C(=O)NNC(=O)COc1ccc(OC)cc1,0%,-4,2%,-6%,-4%,7%,0.1%,-2%,-2%,-7%,-1%
C/C(=C\COc1ccc2ccc(=O)oc2c1)CC[C@@H](O)C(C)(C)O,-1%,-1,4%,4%,0%,-3%,0.2%,u,-1%,-4%,-6%
COc1ccc(CN2C(=O)CSC2c2ccccn2)cc1 (configuration not stated),0%,0,4%,3%,u,-1%,-0.3%,1%,-3%,1%,2%
COc1ccc(C(C(=O)NC(C)(C)C)N(Cc2ccc(C)cc2)C(=O)CCC(=O)Nc2cc(C)on2)cc1 (configuration not stated),-4%,-1,2%,0%,-12%,-8%,-0.3%,-11%,-11%,0%,-5%
CCOc1ccc(NC(=O)CCC(=O)c2ccc(F)cc2)cc1,3%,-11,-1%,x,0%,0%,0.3%,-3%,8%,-7%,-1%
CS(=O)(=O)N(Cc1ccc(C(=O)NCc2ccco2)cc1)c1ccccc1,0%,19,-3%,-4%,12%,0%,0.2%,7%,-7%,-4%,2%
COc1cccc(/C=N/NC(=O)CO/N=C(\C)c2cccs2)c1OC,0%,-3,-1%,-6%,1%,6%,0.4%,0%,-7%,-3%,-7%
Cc1cc(Cl)c(OCCN2C(=O)NC(C)(C)C2=O)c(Br)c1,-1%,18,3%,-3%,0%,2%,3.0%,7%,-10%,-7%,5%
O=[N+]([O-])c1ccc(OCc2cnc(Cl)s2)c([N+](=O)[O-])c1,0%,-1,0%,-4%,u,-2%,4.0%,14%,-2%,3%,-6%
Cc1ccc(-c2nnc(Nc3ccc4c(c3)OCO4)c3ccccc23)cc1S(=O)(=O)NC(C)C,1%,-8,-14%,0%[46.1 µM],u,-11%,0.0%,15µM*,-8%,0%,3%
CCOC(=O)c1ccccc1NC(=O)Cc1ccc(OC)c(S(=O)(=O)N2CCOCC2)c1,2%,-12,2%,3%,0%,1%,-0.2%,0%,-3%,-13%,x
CC(/C=N/NC(=O)c1cccc([N+](=O)[O-])c1)=C\c1ccccc1,-1%,9,x,0%,u,-5%,0.8%,14%,-22%,1%,2%
CCOC(=O)c1c(NC(=O)CC)sc2c1CCN(Cc1ccccc1)C2,1%,-7,-13%,2%,20%,0%,0.2%,-4%,3%,2%,4%
CC(=O)N1c2ccccc2C(=O)C1N(C)c1ccc(C)cc1 (configuration not stated),0%,-4,-3%,-30%,u,-5%,-0.2%,0%,-26%,-7%,-11%
C[C@]12CC[C@@H]3c4ccc(O[C@@H]5O[C@H](C(=O)O)[C@@H](O)[C@H](O)[C@H]5O)cc4CC[C@H]3[C@@H]1C[C@@H](O)[C@@H]2O,-1%,16,17%,2%,0%,-2%,0.2%,8%,8%,-2%,4%
Nn1cnnc1SCC(=O)Nc1ccc(C2CCCCC2)cc1,5%,-2,-12%,1%,u,0%,0.2%,u,0%,-6%,6%
Cc1cc(N2CCC(C)CC2)nc2cccc(O)c12,4%,1,-20%,9%,u,0%,-0.3%,5%,1%,-1%,1%
CC1CCCC(C)N1C(=O)COC(=O)c1cncc(Br)c1 (configuration not stated),1%,-10,5%,-2%,-4%,-6%,-0.1%,0%,1%,-15%,x
O=C(Cn1nnc(-c2ccccc2)n1)NNC(=O)c1ccccc1,7%,16,-4%,0%,5%,5%,-0.3%,-4%,13%,-1%,-12%
CC(C)CC(C(=O)O)C(C)CC(=O)Nc1ccn(-c2ccccc2)n1 (configuration not stated),0%,-4,-4%,-1%[46.1 µM],5%,-4%,0.4%,-1%,-1%,0%,-1%
CC(=O)NC12CC3CC(C1)CC(C(=O)OCC(=O)Nc1c(F)cccc1F)(C3)C2,2%,-12,14%,1%,-9%,0%,-0.2%,9%,-27%,-1%,-5%
CCOCCCNC(=O)c1ccc(CS(=O)(=O)c2cccc(C(F)(F)F)c2)o1,0%,8,2%,-2%,0%,-2%,-0.3%,8%,12%,1%,0%
COc1ccc(Nc2ncnc3nc[nH]c23)cc1OC,1%,-2,u,2%,u,-8%,-0.5%,3%,-13%,-1%,-3%
CCCn1c(=O)c(C(=O)OCC)c(O)c2cc(Br)ccc21,4%,5,-1%,8%,0%,-1%,0.1%,-10%,9%,-5%,-6%

# Outcome played no part in choosing rows (roughly 3% active in at least one column).
